Assay outcomes: PubChem BioAssay, Broad Institute
CAL PDZ FP-1: inhibitors of human CAL PDZ peptide binding. Q9HD26. purified CAL PDZ, TMR-peptide fluorescence polarization, 1 h. inhibition, % at 24.9 µM. 300,000 compounds, 0.92% hits. AID 602252;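 active = mean inhibition of at least 30% with at least half of replicates also reaching 30%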;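 also: 0% = DMSO neutral control and 100% = excess unlabeled competitor peptide PRC23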
PvdQ acylase: P. aeruginosa PvdQ acylase inhibition. AID 488965. 340,000 compounds, 0.063% hits. purified PvdQ acylase, fluorescence plate reader. inhibition, % at 10 µM; in the data active = inhibition above about 30%, passing the limit was not always enough;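 also: 0% = vehicle neutral wells and 100% = reference inhibitor wells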
PfHsp90 set2: inhibits growth of yeast expressing Plasmodium falciparum Hsp90. S. cerevisiae expressing PfHsp90, BacTiter-Glo ATP, 48 h; yeast lacking PDR1 and PDR3 efflux regulators. 310,000 compounds, 0.32% hits. inhibition, % at 9.4 µM. AID 504621;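 active = every replicate shows inhibition above about 80%, whatever the replicate mean, limit read from the data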;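 also: 0% = DMSO neutral controls and 100% = 20 µM radicicol positive controls; yeast relying on Plasmodium falciparum Hsp90 in place of its own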
NSD2 HMT inh: inhibitors of human histone methyltransferase NSD2 | O96028 | NSD2 peptide methylation, AlphaScreen, 120 min | 310,000 compounds, 0.54% hits | inhibition, % at 12.5 µM | AID 743445; in the data active = inhibition above about 50%
SR-BI DiI-HDL act: enhances SR-BI lipid uptake from DiI-HDL | CHO ldlA[mSR-BI] cells, DiI-HDL uptake fluorescence, 3 h; 100 = double the neutral-control signal | 320,000 compounds, 0.096% hits | activation, % at 12.5 µM;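 active = mean replicate activation of at least 60% and every replicate at or above 60%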;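 also: 0% = median plate neutral-control signal and 100% = twice that signal; values of inactives mirror those of a sister screen read the other way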
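Assay system: LDL receptor-deficient CHO ldlA cells overexpressing murine SR-BI / Medium: BSA-supplemented, HEPES-buffered Ham's F12, pH 7.4 / Probe or stimulus: DiI-labelled HDL at 10 µg/mL final / Timing: compound with DiI-HDL co-incubation, 3 h at 37 °C / Technique: bottom-read cell fluorescence after medium removal, ex 550/em 595 nm / Measure: HDL uptake via cellular fluorescence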
SR-BI HDL uptake: mouse SR-BI HDL lipid transfer inhibition. Q61009. AID 488896. inhibition, % at 12.5 µM. 320,000 compounds, 0.96% hits. ldlA[mSR-BI] CHO cells, DiI-HDL uptake fluorescence, 3 h;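 active = mean replicate inhibition of at least 70% and a set share of replicates each scoring 70 or more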;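 also: 0% = median of neutral control wells and 100% = median of positive control wells; values of inactives mirror those of a sister screen read the other way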
Target sequence (Q61009 whole entry, looked up): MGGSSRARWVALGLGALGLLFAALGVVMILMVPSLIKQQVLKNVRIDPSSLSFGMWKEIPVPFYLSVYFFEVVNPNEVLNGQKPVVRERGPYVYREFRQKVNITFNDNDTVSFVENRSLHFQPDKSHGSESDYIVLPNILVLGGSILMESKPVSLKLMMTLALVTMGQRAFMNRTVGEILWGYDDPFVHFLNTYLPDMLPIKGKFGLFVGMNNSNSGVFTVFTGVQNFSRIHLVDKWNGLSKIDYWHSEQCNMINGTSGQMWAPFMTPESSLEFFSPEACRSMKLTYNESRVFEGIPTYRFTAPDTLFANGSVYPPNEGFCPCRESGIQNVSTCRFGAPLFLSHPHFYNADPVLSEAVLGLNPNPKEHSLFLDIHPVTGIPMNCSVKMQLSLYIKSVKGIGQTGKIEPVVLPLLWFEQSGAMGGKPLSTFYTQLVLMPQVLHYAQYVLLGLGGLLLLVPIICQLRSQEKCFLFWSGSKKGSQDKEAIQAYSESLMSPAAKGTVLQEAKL
CAL PDZ FP-2: inhibitors of human CAL PDZ peptide binding | inhibition, % at 20 µM | 330,000 compounds, 0.02% hits | Q9HD26 | AID 504414 | purified CAL PDZ, TMR-peptide fluorescence polarization, 1 h;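 active = highest replicate inhibition of at least 40%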;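 also: plate controls were DMSO neutral control wells for no effect and unlabeled competitor peptide control wells for full effect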
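Read-out basis: mP drop reported as inhibition | Assay system: Tagged CAL PDZ protein CerCALP, purified | Benchmarks: Unlabelled peptide for full inhibition, DMSO wells as neutral | Schedule: 1 h incubation at room temperature before polarization reading | Buffer or medium: Sodium phosphate/NaCl buffer pH 7.4 with TCEP, IgG, Thesit | Doses: Single point, 20 µM | Measured by: Fluorescence polarization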
dFosB activator: activators of mouse delta FosB homodimer | P13346 | AID 493131 | 340,000 compounds, 0.99% hits | activation, % at 25 µM | purified delta FosB, TAMRA-CDK5 oligo fluorescence polarization; percent of positive-control signal above neutral wells;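 active = mean activation above about 17%, with every replicate also reaching it, limit read from the data, passing the limit was not always enough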;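 also: fluorescence polarization rise as delta FosB binds a TAMRA Cdk5 AP-1 oligo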
Target sequence (P13346 whole entry, looked up): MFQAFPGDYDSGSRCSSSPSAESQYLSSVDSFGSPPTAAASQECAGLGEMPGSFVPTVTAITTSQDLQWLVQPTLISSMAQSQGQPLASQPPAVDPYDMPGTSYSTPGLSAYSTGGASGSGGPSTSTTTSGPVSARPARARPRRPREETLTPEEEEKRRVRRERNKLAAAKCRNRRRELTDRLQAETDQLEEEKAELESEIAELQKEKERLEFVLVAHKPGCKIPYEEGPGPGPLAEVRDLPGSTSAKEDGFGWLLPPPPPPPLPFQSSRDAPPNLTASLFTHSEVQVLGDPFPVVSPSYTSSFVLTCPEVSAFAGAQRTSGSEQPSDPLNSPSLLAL
Rtt109 HAT inh: inhibitors of Candida albicans Rtt109/Vps75 histone acetyltransferase | 330,000 compounds, 0.16% hits | purified Rtt109/Vps75, ThioGlo CoA-SH fluorescence, 4 h | inhibition, % at 34.9 µM | Q5AAJ8 | AID 540336;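 active = inhibition of at least 50% in every replicate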
MITF act: increases MITF-driven TRPM1 promoter luciferase signal; activation, % at 12.5 µM; 300,000 compounds, 0.75% hits; SK-MEL-5 TRPM1-promoter luciferase, 24 h; % of positive control, neutral wells = 0;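 active = mean activation of at least 80% with every replicate also reaching 80%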;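 also: 0% = neutral control wells and 100% = parthenolide positive control wells; values of inactives mirror those of a sister screen read the other way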
Active calls of the source: *; / = no result given.

cpd | Compound | CAL PDZ FP-1 | PfHsp90 set2 | dFosB activator | PvdQ acylase | Rtt109 HAT inh | CAL PDZ FP-2 | NSD2 HMT inh | SR-BI DiI-HDL act | MITF act | SR-BI HDL uptake
1 | CN(CC(=O)NC1CCCCC1)S(=O)(=O)c1ccc(Br)s1 | -10.8 | 1.8 | 6.1 | -16.4 | -12.9 | / | 35.3 | 21.2 | -12.7 | -21.1
2 | CC(=O)c1cccc(S(=O)(=O)N2CCN(CCOc3ccccc3)CC2)c1 | -0.2 | / | -7.6 | -14.7 | -4.9 | 0.7 | -2.8 | -0.5 | -9.1 | 0.5
3 | Cc1noc(C)c1CSc1ncnc2ccccc12 | -1.2 | 10.5 | -8.6 | 5.3 | -10.5 | / | -3.2 | -4.3 | -5.8 | 4.3
4 | CCCc1nc2oc3c(OCC)ncnc3c2c2c1COC(C)(C)C2 | / | -16.1 | -9.8 | -8.8 | 3.1 | -3.1 | 6.5 | -15.2 | 1.0 | 15.2
5 | O=C(CSc1nc(=O)n(CCCN2CCOCC2)c2c1CCC2)Nc1cccc(F)c1 | -3.5 | 24.7 | -10.7 | 1.8 | 6.6 | -2.9 | 1.5 | 20.2 | -5.3 | -20.2
6 | COC(=O)c1ccc(OC)c(Cn2c(=O)n(C)c(=O)c3sccc32)c1 | -9.2 | 2.4 | -1.0 | -5.7 | 9.6 | -0.6 | / | 11.7 | / | -11.7
7 | Cc1ccc(C)c(NC(=O)c2ccc(S(=O)(=O)N(C)CC3CCCO3)cc2)c1 (stereo unspecified) | -0.8 | 13.2 | 0.6 | 0.9 | -7.4 | -1.1 | -0.9 | -40.2 | -0.7 | 40.2
8 | CCn1cc(C(=O)Nc2ccc(Cl)cc2Cl)cn1 | -3.2 | -10.6 | -2.0 | 15.7 | / | 0.1 | -1.9 | -1.9 | / | 1.9
9 | COc1ccc(-c2cc(C(=O)N3CCN(S(=O)(=O)c4ccccc4)CC3)[nH]n2)cc1 | 5.8 | -34.4 | -8.5 | -0.6 | -6.4 | -0.3 | / | -4.9 | 5.7 | 4.9
10 | O=C(O)CCc1ccc(-c2ccccc2)n1-c1cccc(C(=O)O)c1 | -5.6 | -4.8 | 8.3 | -8.9 | 2.2 | -1.5 | -0.5 | 24.5 | 10.8 | -24.5
11 | C#CCN1C(=O)S/C(=C\c2ccc(-c3ccc(Cl)c(C(=O)O)c3)o2)C1=O | -7.3 | -6.6 | -6.9 | 4.4 | 21.6 | -0.3 | 3.0 | 7.9 | 27.4 | -7.9
12 | COc1cccc(C(=O)Oc2cc3c4c(c2)C(C)=CC(C)(C)N4C(=O)C3=O)c1 | -1.5 | -116.5 | -14.3 | -6.3 | -3.9 | -2.6 | 3.5 | -14.0 | -5.9 | 14.0
13 | CS(=O)(=O)N(Cc1ccc(Cl)cc1)c1ccc(C(=O)NCCC2=CCCCC2)cc1 | / | / | 0.1 | -9.2 | 3.6 | 0.6 | -0.2 | 2.7 | -3.6 | -2.7
14 | O=C(N/N=C/c1ccccn1)c1ccc(NC(=O)c2cccc([N+](=O)[O-])c2)cc1 | -2.1 | 13.0 | -10.9 | -3.6 | -12.9 | 0.2 | 0.3 | -81.7 | 0.4 | 81.7*
15 | Cc1sc2nc(SCC(=O)N3CCOCC3)[nH]c(=O)c2c1-c1ccccc1 | -3.4 | 11.1 | -6.3 | -1.0 | 1.7 | -4.0 | 0.2 | 33.9 | -10.0 | -33.9
16 | c1ccc(-c2nnc(CSc3nnc(-c4ccncc4)n3Cc3ccco3)o2)cc1 | -4.2 | / | 1.0 | 9.0 | -5.9 | -0.2 | -2.4 | 27.9 | / | -27.9
17 | C/C(=N\N=C(c1ccccc1)c1ccccc1)c1cccs1 | 0.1 | 5.8 | -0.6 | -8.5 | 4.0 | -1.6 | / | -12.3 | 2.3 | 12.3
18 | O=C(CCn1c(=O)oc2ccccc21)NCc1cccs1 | 0.4 | 13.7 | -7.4 | -7.2 | -3.5 | -3.0 | -1.9 | -8.7 | 1.5 | 8.7
19 | Cc1ccc(C(=O)CN2C(=O)NC3(CCOc4ccccc43)C2=O)s1 (stereo unspecified) | / | 3.7 | -10.0 | -5.3 | 2.6 | -0.3 | 1.6 | 4.1 | -0.9 | -4.1
20 | C/C(=N/Nc1nc(C)cc(C)n1)c1ccc(Br)cc1 | 10.8 | -44.4 | -4.3 | -16.2 | -6.1 | 0.1 | -1.4 | -9.2 | 17.3 | 9.2
21 | O=C(O)C(F)=C(c1ccccc1)c1ccccc1 | -4.1 | 1.9 | -9.4 | -2.3 | 1.4 | -0.9 | -1.9 | 6.4 | / | -6.4
22 | CCC1CCCN1Cn1cnc2c([nH]c3ccccc32)c1=O (stereo unspecified) | -1.5 | 1.8 | 0.5 | 1.3 | -0.4 | -0.6 | 13.1 | 2.4 | -18.8 | -2.4
23 | CCC(C)(C)NC(=O)C1CCC(CNS(=O)(=O)c2cccc3nsnc23)CC1 (stereo unspecified) | 2.4 | 9.7 | -4.3 | -7.5 | -4.2 | -1.8 | 1.4 | -7.5 | -12.8 | 7.5
24 | COc1ccc(Nc2nc(Cl)nc(NCc3ccco3)n2)cc1 | 0.9 | 11.2 | 14.1 | -5.0 | -4.3 | -0.6 | -1.9 | -24.9 | -1.3 | 24.9
25 | CCOC(=O)c1c(C)oc2ccc(OCC(=O)N(CC)CC)cc12 | -4.2 | -14.1 | -12.3 | -0.1 | 23.4 | / | 0.4 | -33.1 | 4.7 | 33.1

Along the list, quoted from above.
SR-BI DiI-HDL act, entries 14–24 → -81.7, 33.9, 27.9, -12.3, -8.7, 4.1, -9.2, 6.4, 2.4, -7.5, -24.9
NSD2 HMT inh, entries 14–24 → 0.3, 0.2, -2.4, /, -1.9, 1.6, -1.4, -1.9, 13.1, 1.4, -1.9

(continued)
cpd | Compound | CAL PDZ FP-1 | PfHsp90 set2 | dFosB activator | PvdQ acylase | Rtt109 HAT inh | CAL PDZ FP-2 | NSD2 HMT inh | SR-BI DiI-HDL act | MITF act | SR-BI HDL uptake
26 | CCOC(=O)Nc1ccc(C)cc1NC(=O)OCC | 0.7 | 9.4 | -1.7 | -13.0 | -3.2 | -1.0 | -1.1 | / | -9.0 | /
27 | O=C(O)c1ccc(N=Cc2c(O)ccc3oc4c(c23)CCCC4)cc1 | -3.3 | -20.5 | -12.6 | -9.7 | -1.6 | -2.6 | 3.6 | 5.4 | -10.1 | -5.4
28 | COc1ccc(NC(=O)Nc2cccc3c2O[C@H](CN(C)S(=O)(=O)c2cn(C)cn2)[C@@H](C)CN([C@H](C)CO)C3=O)cc1 | -3.7 | 8.3 | -4.2 | -10.7 | -1.4 | -0.3 | / | -10.7 | 4.6 | 10.7
29 | CCCOC1CCCN(Cc2nc(-c3ccc(C(=O)OC)cc3)no2)C1 (stereo unspecified) | -2.9 | -8.2 | -6.4 | 7.5 | -1.1 | -0.1 | 0.5 | / | 1.9 | /
30 | COc1ccc(C(CC(=O)O)NC(=O)COc2ccccc2)cc1OC (stereo unspecified) | / | -10.5 | 4.4 | 4.3 | -9.0 | 0.5 | 0.8 | -6.6 | -1.1 | 6.6
31 | CCC(=O)/C=C1\Sc2ccc(OC)cc2N1CCO | 3.5 | / | 0.2 | -11.6 | -2.4 | / | / | -31.5 | / | 31.5
32 | CC1CCC(C(C)C)C(OCC[N+](C)(C)C)C1 (stereo unspecified) | 3.7 | 2.3 | 1.4 | -2.5 | 0.7 | -0.3 | -2.0 | 22.0 | -9.4 | -22.0
33 | O=C1Nc2cc(C(=O)NCC3CCCO3)ccc2S/C1=C/c1ccccc1F (stereo unspecified) | -6.9 | -2.0 | -7.1 | 10.9 | 26.8 | -0.6 | -12.0 | -22.1 | 1.6 | 22.1
34 | CCNC(=O)COc1ccc(/C=N/NC(=O)c2cccnc2)cc1OC | / | 11.3 | -5.4 | 17.5 | 6.7 | -0.9 | -0.9 | 21.5 | -8.8 | -21.5
35 | O=C(CCC(=O)Nc1cccc(Cl)c1)N/N=C/c1cc([N+](=O)[O-])ccc1O | -1.4 | -0.9 | 3.2 | -5.1 | -7.3 | -0.3 | 1.8 | -10.8 | -10.1 | 10.8
36 | O=C(Nc1ccc(NS(=O)(=O)c2ccccc2)cc1)c1ccc(Cl)cc1 | -3.6 | -20.7 | 26.4* | 0.4 | 10.5 | -0.6 | -3.1 | -31.8 | 9.3 | 31.8
37 | CN(C)C(=O)c1ccc2c(c1)n(C)c(=O)n2C | 2.4 | 1.2 | 5.7 | -8.1 | -3.4 | -0.3 | 0.8 | 25.0 | -4.7 | -25.0
38 | Cc1sc2ncn(CC(=O)NCCN(C)C)c(=O)c2c1S(=O)(=O)N1CCC(C)CC1 | -1.5 | 4.1 | 5.4 | -11.0 | -5.5 | -2.0 | 0.9 | 20.7 | 10.4 | -20.7
39 | CCOC(=O)Cn1c(=O)oc2cc(S(=O)(=O)NC(C)c3ccccc3)ccc21 (stereo unspecified) | / | 23.9 | -6.0 | -3.1 | 6.0 | -0.5 | / | 3.6 | -4.0 | -3.6
40 | O=C(C1CCCN(S(=O)(=O)c2cccs2)C1)N1CCc2ccccc2C1 (stereo unspecified) | 2.3 | 19.5 | -2.3 | 3.9 | 8.3 | -0.7 | / | -33.8 | -11.1 | 33.8
41 | COc1ccc(CCNC(=O)CCS(=O)(=O)c2ccc3c(c2)NC(=O)CS3)cc1OC | 0.3 | 11.8 | 3.2 | -13.1 | -4.7 | -1.5 | / | 5.8 | 5.4 | -5.8
42 | CCn1cc(CN2CCc3c([nH]c4ccccc34)C2c2cccc(OC)c2OC)c(C)n1 (stereo unspecified) | 1.6 | 22.8 | -0.6 | -15.1 | 25.8 | 0.8 | 8.6 | -22.8 | -36.3 | 22.8
43 | CCn1c(CNC(=O)c2cccc(C)c2)nnc1SCC(=O)NC1=NCCS1 | -3.1 | -15.1 | -6.3 | -1.1 | 1.6 | 0.1 | 0.3 | / | / | /
44 | O=C(Nc1ccc(F)cc1)N(Cc1cccs1)Cc1cc2cc3c(cc2[nH]c1=O)OCO3 | -1.7 | -9.0 | 13.2 | -1.9 | -0.4 | -2.1 | -1.8 | -52.8 | 12.0 | 52.8
45 | CC(C)n1cc(/C=N\NC(=O)c2cc3c(ccc4ccccc43)o2)c2ccccc21 | -3.1 | -8.2 | -0.7 | -28.4 | 0.5 | -0.3 | -2.0 | -17.8 | 3.0 | 17.8
46 | CCOC(=O)C1=C(CSc2nc3ccccc3s2)NC(=O)NC1c1cc(C)ccc1C (stereo unspecified) | -0.3 | -14.7 | -12.3 | -15.4 | -5.5 | 0.8 | -5.6 | 8.2 | -6.0 | -8.2
47 | N#Cc1ccc(-c2ccc(Cl)cc2)nc1SCC(=O)c1cccc(Cl)c1 | -3.5 | -35.3 | -2.6 | 5.6 | -11.4 | -3.0 | 7.4 | -62.0 | -23.9 | 62.0
